EBNA-1 inhibitor: EBNA-1 DNA-binding inhibitors, primary screen, biochemical, fluorescence polarization; inhibition, % at 14.8 µM; 0.34% of 300,000 active; in the data active = inhibition above about 28%
PP5 primary: PP5 phosphatase inhibitors, primary screen, biochemical, fluorescence; Serine/threonine-protein phosphatase 5 (Homo sapiens), P53041; purified PP5c, OMFP substrate fluorescence; inhibition, % at 6.7 µM; 0.18% of 320,000 active; AID 1987, 2009;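 active = inhibition above the campaign's mean inhibition across all tested compounds plus 3 SD, cut at about 9.5% in these data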;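 note: 0% = DMSO only and 100% = 100 µM cantharidin control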
Target sequence (P53041 whole entry, looked up): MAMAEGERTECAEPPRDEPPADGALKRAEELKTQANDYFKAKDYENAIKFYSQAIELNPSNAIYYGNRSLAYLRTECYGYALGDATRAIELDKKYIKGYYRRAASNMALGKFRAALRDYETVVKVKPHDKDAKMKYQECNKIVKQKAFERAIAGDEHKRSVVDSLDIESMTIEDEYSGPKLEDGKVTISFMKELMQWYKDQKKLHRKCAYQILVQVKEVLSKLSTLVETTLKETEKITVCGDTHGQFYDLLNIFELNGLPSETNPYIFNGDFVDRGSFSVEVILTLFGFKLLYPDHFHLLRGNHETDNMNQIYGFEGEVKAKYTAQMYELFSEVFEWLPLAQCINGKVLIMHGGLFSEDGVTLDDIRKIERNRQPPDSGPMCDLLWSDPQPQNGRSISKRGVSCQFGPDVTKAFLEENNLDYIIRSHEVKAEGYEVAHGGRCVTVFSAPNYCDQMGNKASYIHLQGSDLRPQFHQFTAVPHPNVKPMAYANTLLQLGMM
core dimer inh: inhibitors of HCV core protein dimerization, primary screen, biochemical, TR-FRET, high-throughput; TR-FRET GST/Flag-core106 dimerization, 1536-well; inhibition, % at 5 µM; 0.33% of 300,000 active; AID 1899, 2009;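 active = inhibition above the mean of all tested compounds plus 3 SD, set per screening campaign, cut at about 45% in these data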
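System – GST-tagged and Flag-tagged HCV core protein residues 1-106 · Repeats – one well for each compound · Technique – TR-FRET 671 and 617 nm emission · Doses – one concentration, 5 µM, in 0.5% DMSO · Times – 4 h, 22.5 °C incubation · Also added – Eu donor and XL665 acceptor anti-tag antibodies · Measure – percent inhibition of core106 dimerization signal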
ZTA DNA inh: blocks Epstein-Barr virus ZTA, an EBNA-1 counter-screen; inhibition, % at 11 µM; P03206; 0.15% of 320,000 active; ZTA-DNA binding, fluorescence polarization; in the data active = inhibition above about 33%
Target sequence (P03206 whole entry, looked up): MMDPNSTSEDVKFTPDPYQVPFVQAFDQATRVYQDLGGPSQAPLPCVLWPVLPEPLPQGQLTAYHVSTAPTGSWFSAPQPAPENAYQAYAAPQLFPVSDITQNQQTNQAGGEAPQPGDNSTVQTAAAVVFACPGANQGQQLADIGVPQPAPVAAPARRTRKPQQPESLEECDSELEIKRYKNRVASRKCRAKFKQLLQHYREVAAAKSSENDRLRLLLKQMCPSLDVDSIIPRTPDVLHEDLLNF
GASC-1 inh: inhibitors of GASC-1 histone demethylase, primary screen, biochemical, fluorescence, DELFIA europium; Lysine-specific demethylase 4C (Homo sapiens), Q9H3R0; 0.069% of 330,000 active; inhibition, % at 2.35 µM; AID 2099, 2009; GST-JMJD2C(1-420) H3K9me3 demethylation;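 active = more than half of a compound's replicate wells show inhibition beyond 50%, single wells judged on their own value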;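 note: signal counts dimethyl H3K9 product captured on neutravidin plate; 0% = median of DMSO wells and 100% = 0.3 times that DMSO median; strong numbers were not always called active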
TPT1 inh: Candida albicans TPT1 enzyme inhibitors, primary screen, biochemical, fluorescence polarization; tRNA 2'-phosphotransferase TPT1 (Candida albicans SC5314); recombinant caTPT1, FP RNA substrate dephosphorylation; inhibition, % at 5 µM; 0.81% of 300,000 active; AID 1962, 2009;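 active = inhibition above the mean of all tested compounds plus 3 SD, set per screening campaign, cut at about 24% in these data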;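 note: plate controls were DMSO alone for no effect and ferristatin control at 100 nM for full effect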
Fh CTSL1 inh: Fasciola hepatica cathepsin L1 inhibitors, primary screen, counter-screen for PFM18AAP inhibitor project, biochemical, QFRET, fluorogenic peptide substrate; recombinant F. hepatica cathepsin L1, Z-Leu-Arg-MCA fluorescence; inhibition, % at 5.96 µM; 0.49% of 300,000 active; AID 1906, 2009;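 active = inhibition above the mean of all tested compounds plus 3 SD, set per screening campaign, cut at about 17% in these data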;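 note: 0% = plate median of test compound wells and 100% = 1 µM Z-Phe-Ala-diazomethylketone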
CR mimetic SO: reduction of superoxide in aged yeast, primary screen, HTS; S. cerevisiae aged cells, superoxide DHE fluorescence; hits give low values; superoxide response (% of plate mean), % at 10 µM; 0.18% of 330,000 active;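 active = superoxide response under a set limit, about three screen SD below normal, cut at about 65% in these data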;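 note: yeast aged for seven days with compound at 30 °C before DHE staining; 100% = average MFI of all compound-treated wells on the plate with controls excluded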
PP1 counter: PP1-alpha phosphatase inhibitors, primary screen, counter-screen for PP5 inhibitor project, biochemical, fluorescence, OMFP substrate, single point | purified PP1alpha | inhibition, % at 6.7 µM | 0.9% of 320,000 active | Serine/threonine-protein phosphatase PP1-alpha catalytic subunit (Homo sapiens), P62136 | AID 2235, 2010;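 active = inhibition above the mean inhibition of all tested compounds plus 3 SD, computed separately for each screening campaign, cut at about 15% in these data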
Active calls of the source: *; / = no result given. Not a hit list (roughly 3.1% active in at least one column).

SMILES	EBNA-1 inhibitor	PP5 primary	core dimer inh	ZTA DNA inh	GASC-1 inh	TPT1 inh	Fh CTSL1 inh	CR mimetic SO	PP1 counter
C/C(Cn1nnc2ccccc21)=N\OC(=O)c1ccccc1C	-9.9	1.2	-1.5	-13.9	-0.4	0.6	-1.5	99.2	7.2
CCCN(CC(=O)Nc1ccc(C(N)=O)cc1)CC(=O)Nc1ccc(F)c(F)c1F	-13.5	-3.2	-6.4	-8.2	-5.5	-3.8	0.2	101.1	-1.4
COc1ccc(OC)c(NC(=O)c2cccnc2Sc2ccccc2)c1	-0.2	-0.4	-4.3	-12.2	-3.4	2.8	1.5	73.7	-4.3
Cc1cccc(C(=O)O[C@@H]2[C@H](Cc3ccccc3)NS(=O)(=O)[C@H]3C[C@@H]4C=C[C@]23O4)c1	/	1.1	/	-1.6	1.3	/	/	101.5	1.5
CC(=O)NC(=S)Nc1ccc(NC(=O)c2cccnc2)cc1	7.6	-2.2	-2.9	2.6	8.8	-3.1	3.8	98.8	0.6
Cc1ccc(-c2nc3ncccc3o2)cc1NC(=O)c1cccs1	-0.9	5.8	-12.9	-2.5	-12.8	1.6	-8.8	114.1	-4.3
Cc1ccc2c(C)nc(Nc3nc(CSc4nnnn4-c4ccccc4)cc(=O)[nH]3)nc2c1	1.1	-0.1	7.2	1.0	-1.0	-3.3	-2.9	97.3	-6.2
CCOC(=O)c1cc(-c2ccc3c(c2)OCCO3)n[nH]1	13.9	1.1	1.1	17.9	16.7	-1.4	2.6	98.8	1.7
CC(C)CC(=O)Nc1ccc(N2CCN(S(C)(=O)=O)CC2)cc1	-10.7	-6.8	-5.2	-19.9	-5.2	-3.4	6.3	100.9	4.4
CCN(CC)CCNC(=O)c1ccc(NC(=O)c2ccc(S(=O)(=O)N3CCCCCC3)cc2)cc1	2.1	-1.3	-11.8	-2.1	0.5	-1.7	0.3	79.2	-5.1
CCOC(=O)c1c(NC(=O)Cn2cnc3scc(-c4ccc(C)cc4)c3c2=O)sc(C)c1C	4.9	0.9	31.9	-16.5	1.3	3.5	5.2	94.5	16.2*
Cc1noc(C)c1COc1ccc(C(=O)NNC(=O)c2ccccc2O)cc1	-3.4	-0.4	-2.1	-3.2	-15.1	2.9	-0.6	105.6	-0.8

Only PP5 primary, for two of the compounds above:
| SMILES | PP5 primary |
| --- | --- |
| CCCN(CC(=O)Nc1ccc(C(N)=O)cc1)CC(=O)Nc1ccc(F)c(F)c1F | -3.2 |
| COc1ccc(OC)c(NC(=O)c2cccnc2Sc2ccccc2)c1 | -0.4 |

The results go on.
SMILES	EBNA-1 inhibitor	PP5 primary	core dimer inh	ZTA DNA inh	GASC-1 inh	TPT1 inh	Fh CTSL1 inh	CR mimetic SO	PP1 counter
Cc1ccccc1CC(=O)N1CC(C)OC(C)C1 (configuration not stated)	16.5	-2.6	5.5	14.0	-33.7	-0.7	-1.4	102.4	-4.0
O=C(NCc1nnnn1-c1cccc(F)c1)c1ccc(S(=O)(=O)N2CCOCC2)cc1	1.7	-0.2	1.2	-17.0	-8.5	-3.4	-2.7	113.4	-9.9
COc1cc(/C=C(\C#N)C(=O)Nc2ccccc2)ccc1OCCN1CCOCC1	-6.2	-1.6	0.6	0.7	-1.2	-1.7	3.9	104.6	-1.9
CN(CC(=O)Nc1ccccc1Cl)C(=O)CSc1ncc(C(F)(F)F)cc1Cl	-5.1	0.6	1.0	14.3	-4.9	-2.5	-4.8	108.8	2.5
CCCCN1CC(C(=O)NC2CCCCC2)CC1=O (configuration not stated)	0.8	-0.2	0.5	-7.1	-2.6	-0.9	-0.6	98.8	-2.4
COc1ccc(-c2noc(CCC(=O)Nc3ccc4c(c3)OCCO4)n2)cc1	-13.3	3.1	-1.5	-0.9	2.2	-5.5	0.0	97.6	3.2
CCCC(=O)Nc1ccc(S(=O)(=O)Nc2nccs2)cc1	15.3	0.7	7.1	6.7	-30.4	-2.6	-2.2	94.4	-0.7
CCOC(=O)c1[nH]c2ccc(OC)cc2c1NC(=O)NC(C)C	-8.2	0.7	-4.2	2.1	-7.0	-2.7	4.0	98.6	-2.1
Cc1ccc(NC(=O)Cn2nc(C(=O)Nc3ccc(C)cc3)ccc2=O)cc1	0.7	0.9	32.5	-2.8	4.2	0.4	0.8	91.1	21.1*
CC(C)c1ccc2oc(-c3ccc(NC(=O)c4ncn[nH]4)cc3)nc2c1	-14.2	3.1	8.8	16.8	-4.5	1.8	1.4	96.7	9.7
COCCn1c(SCC(=O)Nc2cc(OC)ccc2OC)nc2c(c1=O)SC(C)C2 (configuration not stated)	0.6	0.7	4.8	-8.0	-17.0	-1.4	12.5	97.0	-1.1
COc1ccccc1OCC(=O)NNC(=O)C(=O)N1CCCC1	7.9	-0.9	-0.1	7.2	-3.0	-0.4	-0.5	104.6	-1.7
O=C(NNC(=O)c1ccc(-n2cncn2)c([N+](=O)[O-])c1)c1cccc(Cl)c1	-4.0	-1.2	-1.0	-6.6	55.0	1.8	0.7	110.9	2.1
CC(C)(C)NC(=O)NC(=O)COC(=O)c1cc[n+]([O-])cc1	-7.0	0.5	-1.5	-9.2	-3.7	-2.2	-0.5	83.2	2.1
Cc1ccc(-n2ccnc(SCC(=O)NC3CCCC3)c2=O)cc1Cl	-10.1	1.6	1.9	10.8	20.9	-1.4	4.3	101.9	-4.5
COc1cccc(OC)c1OCCCCc1c(C)n[nH]c1C	5.3	-1.2	1.6	3.6	/	-0.7	-4.1	95.0	4.0
O=C(NCCCCc1ccccc1)c1cc([N+](=O)[O-])cc([N+](=O)[O-])c1	-6.6	0.8	13.2	7.1	-5.0	1.1	5.1	104.9	-0.7
COc1ccc(Nc2c(C)cccc2C)cc1	-15.6	-0.9	-6.6	9.5	13.9	3.3	-1.4	119.3	-7.7
O=C(c1ccc2ccccc2c1)N1CCN(c2ccc(O)cc2)CC1	4.5	0.4	3.3	-14.6	-2.6	-3.3	-1.2	91.9	-0.2
CCCOC(=O)c1cccc(NC(=O)COc2ccc([N+](=O)[O-])cc2)c1	109.0*	-1.1	-3.2	3.7	-9.1	0.5	-6.0	73.6	-3.9
CSc1nsc(/C=C/Nc2cccc(Cl)c2)c1C#N	5.2	0.5	6.0	14.7	5.0	35.7*	0.6	90.5	0.2
CCn1cc(CNC(=S)Nc2cccc(Cl)c2C)cn1	-14.8	0.5	-4.6	-6.3	5.5	-2.2	2.0	91.5	5.4
C/C(Cl)=C/Cn1c(N2CCCC2)nc2c1c(=O)[nH]c(=O)n2C	-0.8	-1.2	-0.8	0.4	2.9	1.4	3.4	97.7	0.3
CC1=CCC2C(=O)N(c3ccc(C)c(Br)c3)C(=O)C2C1 (configuration not stated)	-11.0	1.1	3.6	-12.5	-17.3	-1.6	7.4	91.0	0.8
COc1cccc(CSc2nnnn2-c2ccc(O)cc2)c1	-10.0	5.0	0.0	-14.2	-3.2	1.1	1.1	101.5	-0.5
Cc1ccccc1NC(=O)/C(C#N)=C\c1cc(C)n(-c2ccc(C(=O)O)cc2)c1C	7.9	-1.1	8.7	16.7	0.2	-1.3	6.1	127.4	2.6
Cc1ccc(-c2ccccc2NC(=O)C2C3C=CC(C3)C2C(=O)O)o1 (configuration not stated)	4.2	4.5	-6.2	-5.1	-3.8	-2.6	-4.0	108.5	-1.7
Cc1cccc(OCc2nnc(SCc3nc4cc(C(F)(F)F)ccc4c(=O)[nH]3)o2)c1	1.0	1.2	15.3	11.1	10.1	23.8	-4.1	106.2	5.8
Cc1ccc(CNC(=S)Nc2cc(C(=O)O)ccc2C)cc1	7.5	-0.5	-1.2	5.3	-105.4	-1.8	-2.8	96.0	0.0
CC1CCN(C(=S)NC2CC3CCC2C3)CC1 (configuration not stated)	1.9	-3.5	4.4	7.7	0.5	1.9	-1.7	99.0	-2.1
Cn1c(SCC(=O)Nc2ccccc2F)nnc1-c1cc2ccccc2o1	0.7	-1.5	1.5	9.7	6.1	-5.3	-1.8	92.9	0.4
CCOC(=O)C1=C(C)NC(=NC)SC1c1ccccc1 (configuration not stated)	-16.2	4.3	-3.4	-11.1	-8.4	3.6	-0.6	107.2	-4.5
Cc1ccc2nc(SCC(=O)Nc3c(C)n(C)n(-c4ccccc4)c3=O)[nH]c2c1	1.8	-0.8	2.8	23.1	-0.1	-5.5	2.7	104.4	-1.0
O=C(COC(=O)Cc1cccc(F)c1)NCCc1ccccc1	/	-1.7	/	-1.4	-24.3	/	/	92.4	-2.1
CCCCN1CC(=O)N2Cc3[nH]c4ccccc4c3C[C@H]2C1=O	-15.6	1.1	1.1	-4.4	11.7	-0.8	0.6	138.8	-0.5
COc1ccc2ccn(C)c2c1	/	2.5	/	-0.5	4.5	/	/	97.7	0.7
Cc1ccc(O)c(C(CC(=O)NCc2ccco2)c2ccccc2)c1 (configuration not stated)	5.2	2.8	-3.7	4.8	-5.7	-1.5	-0.7	87.9	-1.3
CCC1/C(=N\O)CC(c2ccco2)NC1c1ccco1 (configuration not stated)	-9.4	0.7	-6.8	2.8	4.6	-2.7	-2.0	97.4	-1.2
Cc1cc(Cl)ccc1C(=O)C1CCCN(C(=O)CCn2cnnn2)C1 (configuration not stated)	-1.8	0.1	-3.0	-14.1	-2.6	1.3	-3.7	105.2	0.4
COc1ccc(-c2csc(NC(CO)c3nc4ccccc4n3Cc3ccc(C)cc3)n2)cc1 (configuration not stated)	4.5	5.8	9.6	-0.4	-4.4	0.4	-0.1	102.9	-1.0
C#CCn1c(O)c(N=NC(=O)CNC(=O)c2cccnc2)c2ccccc21	-3.7	-2.2	-2.5	15.3	2.7	-0.8	2.3	86.9	0.8
COc1ccc(OCc2nn[nH]n2)cc1	-10.0	-0.9	-1.5	7.7	0.2	-1.1	-3.1	99.9	1.7

Screening data (PubChem)
